Pemphigus Ab inh = blocks pemphigus antibody binding to human desmoglein-3; DSG3-coupled beads, scFv-anti-DSG3-GFP binding, flow cytometry; hits give low values; binding (percent of control), % at 10 µM; 310,000 tested, 0.48% active;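 active = binding more than 3 SD below its plate's average and above zero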;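 note: hits lower antibody fragment binding to DSG3; some compounds called inactive have numbers as strong as hits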
Keap1-Nrf2 PPI = inhibitors of human Keap1-Nrf2 protein-protein interaction. Keap1 Kelch-Nrf2 peptide fluorescence polarization, 1536-well. inhibition, % at 9.4 µM. 340,000 tested, 0.15% active. AID 504523; in the data active = inhibition above about 12%;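 note: human Keap1 Kelch domain with fluorescein labeled Nrf2 9mer peptide probe; 0% = neutral control wells and 100% = peptide positive control; higher means more block of Keap1 binding to Nrf2 peptide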
Target sequence (Q14145 whole entry, looked up, the tested form may be a part): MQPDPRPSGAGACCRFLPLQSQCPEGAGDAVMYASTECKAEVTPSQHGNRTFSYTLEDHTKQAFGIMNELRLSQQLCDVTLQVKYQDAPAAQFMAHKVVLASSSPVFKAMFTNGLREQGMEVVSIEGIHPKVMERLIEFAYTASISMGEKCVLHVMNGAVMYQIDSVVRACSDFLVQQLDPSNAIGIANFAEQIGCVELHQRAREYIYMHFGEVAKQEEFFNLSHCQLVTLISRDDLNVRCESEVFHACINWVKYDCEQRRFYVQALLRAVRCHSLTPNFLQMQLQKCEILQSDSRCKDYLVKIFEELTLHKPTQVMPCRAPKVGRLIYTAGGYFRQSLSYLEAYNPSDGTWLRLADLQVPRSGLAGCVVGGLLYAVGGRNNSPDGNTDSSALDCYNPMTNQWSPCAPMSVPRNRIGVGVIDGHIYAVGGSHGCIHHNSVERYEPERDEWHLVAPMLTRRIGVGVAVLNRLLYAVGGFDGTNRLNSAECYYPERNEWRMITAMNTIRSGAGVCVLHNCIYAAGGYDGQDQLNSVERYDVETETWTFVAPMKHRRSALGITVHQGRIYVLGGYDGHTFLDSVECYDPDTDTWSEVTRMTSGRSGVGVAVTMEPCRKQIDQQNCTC
MOR-DOR inv ag = mu-delta opioid heterodimer inverse agonism. P35372+P41143. cell-based MOR-DOR heterodimer luminescence. inhibition, % at 9.3 µM. 340,000 tested, 0.21% active. AID 504357; in the data active = inhibition above about 22%, passing the limit was not always enough;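 note: 0% = cells with DMSO and 100% = wells without cells with DMSO; values of inactives mirror those of a sister screen read the other way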
RTF Ca sens inh = cardiac RTF calcium desensitization; P19429+P45379; IANBD-labeled cardiac RTF, Ca2+ fluorescence; inhibition, % at 7.15 µM; 340,000 tested, 0.12% active; AID 493244;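 active = inhibition above the mean inhibition of all tested compounds plus 3 SD, cut at about 17% in these data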;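 note: assay run at fixed EC70 calcium of 1.6 mM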
LANA DNA inh = KSHV C-LANA DNA binding inhibition; AID 504423; 340,000 tested, 0.078% active; inhibition, % at 9 µM; MBP-C-LANA/FAM-LBS DNA binding, fluorescence polarization;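 active = highest replicate inhibition at or above 60% at 9 µM, even if other replicates fall short; inactive = all replicates below 60% inhibition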;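 note: 0% = neutral control wells and 100% = 4 µM acridine orange control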
Arrestin-AP2 inh = blocks beta-arrestin peptide binding to AP2 adaptin. FITC-arrestin peptide / GST-AP2 beads, flow cytometry; AP2 beta2 appendage carries R879A mutation. inhibition, % at 10 µM. 340,000 tested, 0.31% active. AID 504490;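 active = inhibition above a set limit, near 3 SD of compounds lacking own fluorescence, cut at about 54% in these data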;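 note: plate controls were DMSO wells for no effect and 5 µM unlabelled arrestin peptide for full effect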
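Material – AP2 appendage R879A on GSH beads · Buffer or medium – PBS with 0.05% Tween 20 and 0.1% BSA · Probe or stimulus – fluorescein-tagged arrestin peptide at 50 nM final · Incubation – compound with beads 12 min RT, then probe 1 h RT · Detection – high-throughput flow cytometry of beads, ex 488, em 535 nm · Evaluation – percent response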
Wnt act = activates Wnt/beta-catenin signaling in a reporter cell assay | activator, plate reader | activation, % at 9.35 µM | 300,000 tested, 1.2% active; in the data active = activation above about 30%, passing the limit was not always enough;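 note: 0% = neutral control wells and 100% = positive control wells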
MOR-DOR ag = agonists of human mu-delta opioid receptor heterodimerization | 340,000 tested, 0.3% active | AID 504326 | cells, OPRM1-OPRD1 heterodimerization, luminescence | P35372+P41143 | activation, % at 9.3 µM; in the data active = activation above about 18%;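 note: 0% = vehicle-treated cells and 100% = reference agonist; values of inactives mirror those of a sister screen read the other way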
cardiac RTF act = cardiac RTF calcium sensitization | 340,000 tested, 0.24% active | activation, % at 7.2 µM | P19429+P45379 | IANBD-labeled TnC RTF fluorescence at EC20 calcium; 0% EC20 calcium, 100% full calcium | AID 493008;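 active = activation above the mean over all tested compounds plus 3 SD, cut at about 30% in these data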;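 note: rise in fluorescence read as greater calcium sensitivity of cardiac thin filaments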
V-ATPase pH = alters yeast V-ATPase proton transport | S. cerevisiae, pHLuorin cytosolic pH fluorescence | response, % at 10 µM | 350,000 tested, 0.37% active | AID 504577; in the data active = response mostly above about 7.3%, no sharp cut-off; inactive = mostly below about 5.4%; note: actives read high; inactives centre near 0; some compounds called inactive have numbers as strong as hits; reference of the scale not given here
Active calls of the source: *; nt = not tested or not shown.

SMILES | Pemphigus Ab inh | Keap1-Nrf2 PPI | MOR-DOR inv ag | RTF Ca sens inh | LANA DNA inh | Arrestin-AP2 inh | Wnt act | MOR-DOR ag | cardiac RTF act | V-ATPase pH
COc1ccccc1N1CCN(C(=S)Nc2ccc(S(=O)(=O)N3CCOCC3)cc2)CC1 | 95 | -1 | -1 | -3 | 0.3 | 36 | -1 | 0.2 | 1 | 0
COc1nc(OCCNS(=O)(=O)c2ccc(C)cc2)nc(N(C)C)n1 | 98 | -5 | 15 | 6 | -15 | -8 | 1 | -2.8 | -2 | 0
COC(=O)c1[nH]c2ccc(Br)cc2c1NC(=O)CN1CCCCC1CCO (stereo not drawn) | 95 | 4 | 16 | -2 | 0.4 | 2 | nt | -2.7 | 0 | 1
CCCC1CC(C#N)N(N(C)C)C1=C(C#N)C#N (stereo not drawn) | 112 | -7 | 7 | -2 | -0.2 | 9 | 1 | -1.3 | 1 | 6
COC(=O)[C@]1(Cc2ccccc2)N[C@H](CN(C)C(=O)Nc2ccccc2)[C@@H]2C(=O)N(C)C(=O)[C@@H]21 | 93 | -3 | 8 | -7 | -1.4 | 5 | -1 | -1.6 | -2 | -1
COc1ccc(CCNC(=O)COC(=O)CSc2ccc(C(N)=O)cc2[N+](=O)[O-])cc1OC | 117 | -4 | -14 | 2 | -0.2 | -9 | 2 | 3.5 | -2 | -2
Cn1c(=O)n(Cc2ccccc2Cl)c(=O)c2c1[nH]c(=S)n2C | 110 | 3 | 0 | 1 | -3.3 | -1 | 0 | 0.1 | -7 | 0
COC(=O)C1C2CCC(C2)C1C(=O)OCC(=O)c1ccccc1 (stereo not drawn) | nt | -3 | 13 | -1 | -0.3 | 18 | 2 | -2.6 | -4 | -4
COc1ccc(S(=O)(=O)N2CCOCC2)cc1C(C)C | 102 | 3 | -1 | -2 | -2.2 | 1 | nt | 0.2 | -2 | 2
Cc1ccnc(NC(=O)C(C)N2C(=O)c3ccccc3S2(=O)=O)c1 (stereo not drawn) | 109 | -11 | 14 | 15 | -0.2 | -8 | -3 | -2.2 | -2 | -1
Cc1csc2cc(-c3cccc([N+](=O)[O-])c3)c(-c3cccc([N+](=O)[O-])c3)c[n+]12 | 95 | -5 | 2 | -7 | -2.5 | 10 | -6 | -0.4 | 8 | -1
COc1ccc(Cn2c(=O)[nH]c3cc(C(=O)N4CCN(c5ccccc5)CC4)ccc3c2=O)cc1 | 103 | -4 | 1 | 5 | -0.5 | -11 | nt | -0.2 | -7 | 2
Cc1nc(S/C(=C/c2ccc(OCc3ccc(C(=O)O)cc3)cc2)C(=O)O)n[nH]1 | 99 | -2 | 4 | -6 | 1.8 | -14 | 0 | -0.9 | 4 | 0
COC(=O)[C@H]1C[C@@H]1[C@H](NC(=O)[C@H]1C[C@@H]1[C@H](NC(=O)OCc1ccccc1)c1ccccc1)c1ccccc1 | 106 | -2 | 5 | -1 | 0.4 | 0 | 2 | -1.0 | 11 | 7
Cc1noc(C)c1CN1C(=O)c2ccc([N+](=O)[O-])cc2C1=O | nt | 0 | -43 | -2 | -1.0 | 30 | -2 | 5.7 | -2 | -1
O=C1CCCN1c1ccc(CNS(=O)(=O)c2ccc(F)cc2)cc1 | 105 | -5 | 11 | -6 | 1.1 | 5 | 1 | -2.6 | 1 | 6
COc1ccc(-c2ccc(NCCN3CCOCC3)nn2)cc1OC | 106 | 6 | 14 | -11 | 0.2 | -15 | 1 | -2.9 | 1 | 0
COc1cc(C)c(S(=O)(=O)n2c([N+](=O)[O-])cnc2C)cc1C | 111 | -1 | 4 | -5 | -0.2 | 11 | 0 | -0.9 | 0 | -2
CCN1CCN(c2cc(C)c3cc(NC(=S)N4CCCCC4)ccc3n2)CC1 | 103 | -1 | 2 | 1 | -2.8 | 24 | 18 | -0.3 | 5 | -6
COc1ccc(S(=O)(=O)N2CCN(CC(O)COc3ccc(CC#N)cc3)CC2)cc1OC (stereo not drawn) | 101 | -3 | -26 | -2 | 0.4 | 26 | -5 | 3.2 | -4 | -1
Fc1cc(Br)ccc1NC(=S)NCCc1ccccc1 | 99 | -5 | -66 | -2 | -0.7 | -1 | -2 | 11 | 2 | 5
Cc1cc(C)nc(SCC(=O)n2c3c(c4ccccc42)CCCC3)n1 | 79 | 0 | 14 | -4 | 1.3 | -10 | nt | -2.7 | -8 | 0
COc1ccc(NC(=O)CN(C)C(=O)/C=C/c2cn(-c3ccccc3)nc2-c2cccs2)cc1 | 106 | -8 | 20 | -3 | 0.0 | -14 | 1 | -4.2 | -12 | 2
O=C(O)COc1ccc2c(c1)O/C(=C\c1ccco1)C2=O | 100 | 2 | 10 | 6 | 53 | 14 | -3 | -2.2 | -11 | 2
CC(=O)Nc1ccc(S(=O)(=O)Nc2ccccc2C(=O)NCc2cccnc2)cc1 | 101 | -1 | -10 | -3 | -1.0 | 24 | -1 | 1.2 | -2 | -3

Next part; it opens with the 4 that closed the last part.
SMILES | Pemphigus Ab inh | Keap1-Nrf2 PPI | MOR-DOR inv ag | RTF Ca sens inh | LANA DNA inh | Arrestin-AP2 inh | Wnt act | MOR-DOR ag | cardiac RTF act | V-ATPase pH
Cc1cc(C)nc(SCC(=O)n2c3c(c4ccccc42)CCCC3)n1 | 79 | 0 | 14 | -4 | 1.3 | -10 | nt | -2.7 | -8 | 0
COc1ccc(NC(=O)CN(C)C(=O)/C=C/c2cn(-c3ccccc3)nc2-c2cccs2)cc1 | 106 | -8 | 20 | -3 | 0.0 | -14 | 1 | -4.2 | -12 | 2
O=C(O)COc1ccc2c(c1)O/C(=C\c1ccco1)C2=O | 100 | 2 | 10 | 6 | 53 | 14 | -3 | -2.2 | -11 | 2
CC(=O)Nc1ccc(S(=O)(=O)Nc2ccccc2C(=O)NCc2cccnc2)cc1 | 101 | -1 | -10 | -3 | -1.0 | 24 | -1 | 1.2 | -2 | -3
NS(=O)(=O)c1ccc(CCNC(=O)COC(=O)c2nc(Cl)ccc2Cl)cc1 | 112 | -2 | -4 | -6 | -1.0 | -6 | -1 | 1.1 | -1 | 1
CCn1c(SC(C)C(=O)NCC2CCCO2)nc2scc(-c3ccccc3)c2c1=O (stereo not drawn) | 101 | -4 | -6 | -13 | 0.7 | 8 | -4 | 0.9 | 0 | 1
CCC(=O)c1cn(CCOc2ccccc2OC)c2ccccc12 | 118 | 1 | 12 | 2 | 6.4 | -16 | -4 | -2.4 | 2 | -1
CSc1ncccc1C(=O)N1CCCC(CCC(=O)NCc2ccc(F)c(F)c2)C1 (stereo not drawn) | 126 | -4 | 22 | -1 | -0.2 | nt | 2 | -4.8 | 2 | 1
Cc1nonc1OCCNCCNc1ccccc1[N+](=O)[O-] | 105 | -3 | 15 | 5 | 1.4 | 2 | -7 | -2.2 | 1 | 1
C(=C\N1CCCCCC1)/c1nnnn1-c1ccc(-c2ccccc2)cc1 | 100 | 0 | -8 | -5 | 1.1 | 17 | 18 | 1.5 | -2 | 4
Cc1ccc(NC(=O)CCCCCN2C(=O)c3ccccc3C2=O)nc1 | 97 | -6 | -18 | 0 | -1.5 | 4 | -5 | 2.5 | 6 | -2
O=C(O)CC(CC(=O)O)(C(=O)O)c1ccccc1 | 100 | 1 | 18 | 10 | -2.1 | 44 | -1 | -3.4 | -3 | -1
COc1ccc(-c2cccc(NS(=O)(=O)c3cc([N+](=O)[O-])ccc3C)c2)nn1 | 99 | -4 | -9 | -7 | 0.3 | -2 | 8 | 1.5 | 1 | 0
Cc1cccc(NC(=O)CSc2ncnc3sc(C)c(C)c23)n1 | nt | -4 | 3 | -8 | -1.3 | -5 | 3 | -0.5 | -5 | 3
CC(=O)c1cc(F)c(N2CCN(C(=O)COc3ccccc3F)CC2)cc1C | nt | -7 | -1 | -6 | -1.3 | 4 | -7 | 0.2 | 3 | 7
C/C(=N\NC(=O)C1CCCC1)c1ccc(Cl)c(Cl)c1 | 101 | 3 | 3 | -10 | 0.5 | -18 | 3 | -0.7 | 2 | -2
Cc1ccc(S(=O)(=O)N2CCC(=O)N(CCOCc3cccc(C)c3)CC2)cc1 | 101 | -1 | 9 | -3 | -1.0 | 1 | -2 | -1.5 | -2 | 4
Cc1ccc(NC(=O)CSc2nnc(-c3ccoc3C)n2CCCN(C)C)cc1Cl | 109 | -1 | -2 | -3 | -0.9 | 11 | 0 | 0.2 | -4 | 10
Cn1c(C(N)=O)cnc1Sc1ncc(C(F)(F)F)cc1Cl | 97 | 0 | 12 | 0 | 0.0 | -18 | nt | -1.9 | -1 | -2
Cc1ccccc1N(C(=O)Cn1nnc2ccccc21)C(C(=O)NCc1ccco1)c1ccncc1 (stereo not drawn) | 100 | -1 | 9 | 0 | -1.2 | 27 | 0 | -2.2 | -2 | 1
COc1ccc(CN2CC34C=CC(O3)C(C(=O)O)C4C2=O)cc1 (stereo not drawn) | 104 | 3 | 7 | -2 | 0.1 | -5 | -2 | -1.5 | 1 | 3
CCOC(=O)C1C(C(=O)OC)=C(c2ccc(F)cc2)c2ccccc2N1S(=O)(=O)C(F)(F)F (stereo not drawn) | 89 | 3 | 15 | -5 | -1.7 | -5 | -1 | -3.1 | -1 | -1
Cc1cccc(CN2CCC(CNC(=O)CCNC(=O)Cn3ccc4ccccc4c3=O)CC2)c1 | 101 | 1 | 13 | 0 | 2.0 | 0 | nt | -2.3 | 2 | -5
CC(C)c1nnc(NC(=O)Cn2nc(-c3ccc4c(c3)OCCO4)ccc2=O)s1 | 98 | -3 | -2 | -5 | -1.2 | 1 | nt | 0.4 | 3 | -3
CCN(CC)C(=O)CN(C)S(=O)(=O)c1cccc2nsnc12 | nt | -4 | -2 | -18 | -1.3 | -7 | -1 | 0.4 | 5 | 2
COc1cccc(NC(=O)CN(C)C(=O)CSc2nc(C)cc(C)n2)c1 | 105 | 4 | 0 | -4 | 0.4 | 13 | 1 | -0.1 | -2 | -3
O=C(COCc1cc(-c2ccc3c(c2)OCO3)on1)N1CCN(c2cccc(Cl)c2)CC1 | 104 | 0 | 14 | -8 | -0.6 | 9 | 0 | -2.7 | -5 | -3
Cc1cc(NC(=O)c2ccc(-c3ccc(F)c(Cl)c3)o2)no1 | 99 | 3 | -21 | -8 | -1.5 | 7 | 5 | 2.9 | -4 | 0
COc1ccc(F)cc1S(=O)(=O)n1cnc2ccccc21 | 113 | -3 | 18 | -6 | 0.6 | 14 | 1 | -3.5 | -3 | -1
CN(Cc1ccccc1)S(=O)(=O)c1cccs1 | 103 | 1 | -3 | -8 | -0.5 | 9 | -3 | 0.6 | 12 | 3
CC(c1ccccc1F)n1cc(C(=O)NCc2ccncc2)nn1 (stereo not drawn) | 96 | 0 | 6 | -4 | -0.8 | 7 | nt | -1.0 | 10 | 1
Cc1cc(C)n2ncnc2n1 | 102 | 0 | 1 | 0 | 1.6 | 11 | nt | -0.2 | -2 | 5
C/C=C(/C)C(=O)Nc1cccc(C2=NOC3(C2)C[C@@H](C(N)=O)N(C(=O)CCCCC)C3)c1 (stereo partly drawn) | 107 | -6 | 1 | -5 | -0.5 | 41 | -2 | -0.1 | -3 | -1
COc1ccccc1N1CCN(S(=O)(=O)c2cn(C)c(=O)n(C)c2=O)CC1 | 93 | -1 | 6 | -8 | 1.4 | 5 | 3 | -1.0 | 0 | 0

Assay outcomes (PubChem)
